Compound activity from PubChem.
BRCA1 expr up = activators of BRCA1 expression | MCF7-BRCA1-FFLuc reporter, luminescence, 48 h; response scale: scaled: vehicle 0%, 10 µM genistein 100% | actives 1.1% (n = 380,000) | Potency, µM (doses to about 46.1 µM), without a hit: at the top dose activation, actives largely listed as activators; also: potency is read from the fitted curve at half-maximal effect; nearly all actives have a fitted effect of over 80% in size; some results filed as inactive show a strong effect at the top dose
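First, MCF7-BRCA1-FFLuc cells (2000/well) attach for 2 h; next, compounds are pin-added and incubated 48 h at 37 °C; finally, luciferase reagent is added and luminescence read after 15 min.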
PKM2 act = activators of human pyruvate kinase M2 | P14618 | actives 0.34% (n = 260,000) | AID 1631 | Potency, µM (series often up to 57.5 µM), inactives show top-dose activation, actives largely listed as activators | purified PKM2, Kinase-Glo ATP luminescence, activation; response scale: 0% is enzyme alone, no compound; also: potency is read from the fitted curve at half-maximal effect; % is scaled to controls: 0 for no effect and ±100 for the full control effect; nearly all actives have a fitted effect of over 55% in size
Target sequence (P14618 whole entry, looked up): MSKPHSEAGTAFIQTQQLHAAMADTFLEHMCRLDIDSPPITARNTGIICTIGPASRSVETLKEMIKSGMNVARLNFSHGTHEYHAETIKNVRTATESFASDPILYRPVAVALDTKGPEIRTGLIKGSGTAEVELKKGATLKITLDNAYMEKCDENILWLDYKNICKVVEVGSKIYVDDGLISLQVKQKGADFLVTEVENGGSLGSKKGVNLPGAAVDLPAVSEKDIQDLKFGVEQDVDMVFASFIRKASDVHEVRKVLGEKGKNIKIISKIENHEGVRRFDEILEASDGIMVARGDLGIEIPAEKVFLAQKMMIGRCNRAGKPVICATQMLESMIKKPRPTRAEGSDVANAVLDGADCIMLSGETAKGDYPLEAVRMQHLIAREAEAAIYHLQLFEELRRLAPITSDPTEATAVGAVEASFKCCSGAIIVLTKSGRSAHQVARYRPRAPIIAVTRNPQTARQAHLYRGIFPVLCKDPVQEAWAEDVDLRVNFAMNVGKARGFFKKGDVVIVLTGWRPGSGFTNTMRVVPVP
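Purified hPK-M2 (>95% pure) converted ADP (0.1 mM final) to ATP with 0.5 mM PEP in 50 mM imidazole pH7.2, KCl, MgCl2, Tween 20, BSA; 1 h at room temperature. ATP detected by Kinase-Glo luminescence.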
p53 reactivation = re-activators of mutant p53; H1299 p53-A138V BP100-luciferase reporter, luminescence, 24 h; Potency, µM (highest dose often 92.2 µM), for the others: at the top dose activity change, positive = activation, hits mostly activators; actives 0.063% (n = 320,000); also: potency is read from the fitted curve at half-maximal effect; % of control where 0% means no effect; nearly all actives have a fitted effect of over 45% in size
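p53-null H1299 cells stably carrying temperature-sensitive p53-A138V and a BP100-luciferase reporter were pinned with compounds (4-point, 1:5 series) and held 24 hrs at 37 deg C. Luminescence was read 10 min after detection reagent.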
FLuc modulator = counter-screen for miR-21 project: firefly luciferase inhibitors or activators; P08659; purified FLuc, Km substrates, luminescence inhibition; Potency, µM (doses to about 57.5 µM), without a hit: at the highest dose activity change, negative = inhibition, most hits filed as inhibitors; actives 6.9% (n = 360,000);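 also: potency is read from the fitted curve at half-maximal effect; plate controls were vehicle for no effect and reference inhibitor for full effect; nearly all actives have a fitted effect of over 55% in size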
Target sequence (P08659 whole entry, looked up): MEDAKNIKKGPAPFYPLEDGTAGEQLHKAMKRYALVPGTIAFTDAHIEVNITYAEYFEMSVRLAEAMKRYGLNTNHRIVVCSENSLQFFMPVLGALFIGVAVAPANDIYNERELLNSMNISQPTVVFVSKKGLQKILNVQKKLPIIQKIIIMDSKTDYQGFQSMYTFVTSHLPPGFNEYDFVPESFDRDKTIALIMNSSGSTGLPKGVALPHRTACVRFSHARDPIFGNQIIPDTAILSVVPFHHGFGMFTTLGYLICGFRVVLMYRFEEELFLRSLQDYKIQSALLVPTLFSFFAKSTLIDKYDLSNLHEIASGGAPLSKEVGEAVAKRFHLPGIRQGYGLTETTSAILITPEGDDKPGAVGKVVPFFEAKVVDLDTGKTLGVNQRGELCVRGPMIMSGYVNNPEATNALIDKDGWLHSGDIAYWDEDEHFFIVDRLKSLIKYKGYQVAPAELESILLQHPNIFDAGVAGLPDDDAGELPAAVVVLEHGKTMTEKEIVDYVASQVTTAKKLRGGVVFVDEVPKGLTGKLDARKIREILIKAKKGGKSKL
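Biochemical qHTS of compounds, final roughly 60 µM downward over six points, against 10 nM purified firefly luciferase using Km concentrations of substrates (10 uM D-luciferin, 10 uM ATP) in Tris acetate pH 7.5 buffer; luminescence output.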
Giardia kill = kills Giardia lamblia; activity change, % at 7.66 µM, hits read low; AID 540267; Giardia lamblia trophozoite viability; actives 0.15% (n = 340,000); in the data active = activity change below about -80%; inconclusive = between about -30% and that limit;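 also: parasites exposed to compound for two days anaerobically before the ATP read; % is scaled to controls: 0 for no effect and ±100 for the full control effect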
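Giardia trophozoites, 100 cells per well, were exposed to compounds for 48 hrs at 37 deg C under anaerobic conditions; viability was then read as ATP content by bioluminescence after 15-30 min at room temperature.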
ELG1 genotoxic = inducers of genotoxicity in HEK293T ELG1-luciferase cells. AID 504466. HEK293T ELG1-luciferase reporter, luminescence, 16 h. actives 1.3% (n = 330,000). Potency, µM (series often up to 46 µM), without a hit: at the top dose activity change, positive = activation, hits mostly activators; also: potency is read from the fitted curve at half-maximal effect; % of control where 0% means no effect; nearly all actives have a fitted effect of over 60% in size
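16 hr compound incubation (37 °C, 5% CO2) of HEK293T cells carrying luciferase-tagged ELG1; luciferase then measured by ONE-Glo luminescence after 30 min at RT.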
NPC1 promoter act = activates the NPC1 promoter; Huh7 NPC1 promoter luciferase reporter, 24 h; actives 2.4% (n = 320,000); Potency, µM (top dose mostly 9.22 µM), for inactives: at the highest dose activation, actives largely listed as activators;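 also: potency is read from the fitted curve at half-maximal effect; % of control where 0% means no effect; nearly all actives have a fitted effect of over 60% in size; reporter is driven by a mutant NPC1 promoter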
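In 1536-well qHTS, Huh7 cells harboring an NPC1 promoter–luciferase construct received compound for 24 h; activation was quantified by luminescence following luciferase reagent addition.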
Rab9 prom act = Rab9 promoter activation; AID 485297; Huh7 Rab9 promoter-luciferase reporter, luminescence, 24 h; Potency, µM (highest dose often 9.22 µM), without a hit: at the top dose activation, negative = inhibition, most hits filed as activators; actives 2.8% (n = 320,000); also: potency is read from the fitted curve at half-maximal effect; % of control where 0% means no effect; nearly all actives have a fitted effect of over 60% in size
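Steps: seed 1500 Huh7 Rab9-luc cells per well, rest 2 h at 37 °C; add compound in DMSO; incubate 24 h; add luciferase reagent, 10 min ambient; read luminescence.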
Menin MLL FP TR = inhibitors of human menin-MLL interaction, mutant MLL peptide; O00255; Menin + Texas Red MLL mutant peptide, fluorescence polarization; Potency, µM (titrated, usually from 61.6 µM), for inactives: top-dose FP activity change, negative = inhibition, most hits filed as inhibitors; actives 0.23% (n = 270,000); AID 1768; active = well fitted inhibition curve with a large enough effect in the polarisation, with a control signal flat, not every such curve was filed as active; inconclusive = small, poorly fitted or top-dose-only effect, or effect the other way, or a change in a side signal; inactive = no such curve, though single readings can be large or run the other way; the % refers to the polarisation; also: potency is read from the fitted curve at half-maximal effect; % of control where 0% means no effect; many of its hits are not listed in these tables
RORgamma inh = inhibitors of mouse ROR gamma transcriptional activity | P51450 | Drosophila S2 Gal4-RORgamma UAS-luciferase reporter, 20 h | Potency, µM (titrated, usually from 53.6 µM), for the others: at the highest dose activity change, negative = inhibition, hits mostly inhibitors | actives 5.4% (n = 310,000); also: potency is read from the fitted curve at half-maximal effect; % is scaled to controls: 0 for no effect and ±100 for the full control effect; nearly all actives have a fitted effect of over 60% in size
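Compounds are pin-transferred onto Drosophila Schneider cells expressing a copper-inducible Gal4–ROR gamma transactivation domain fusion. After 1 hr, copper sulfate is added to 700 uM final; luciferase is read 20 hr later.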
Gal4-VP16 FLuc = inhibits Gal4-VP16 luciferase reporter, ROR gamma counter-screen | Drosophila S2 Gal4-VP16 UAS-luciferase, luminescence, 20 h | Potency, µM (doses to about 53.6 µM), without a hit: top-dose activity, negative = inhibition, actives largely listed as inhibitors | actives 3.5% (n = 310,000) | AID 2546;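 also: Gal4-VP16 expression switched on by copper sulfate through the metallothionein promoter; potency is read from the fitted curve at half-maximal effect; % is scaled to controls: 0 for no effect and ±100 for the full control effect; nearly all actives have a fitted effect of over 50% in size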
An asterisk follows results filed as active; ? = inconclusive; nt = not tested or not shown; & = joins results of further samples; [ ] = another dose, or the depositor's remark. Unless noted, calls follow the shape of the dose curve; as a rule, active = well fitted curve in the direction sought with a large enough effect; inconclusive = small, poorly fitted or top-dose-only effect, or another doubt; inactive = no such curve, though single readings can be large; an effect the other way counts as inactive or inconclusive. The list is partial; count on the stated rates, not on these rows.

SMILES	BRCA1 expr up	PKM2 act	p53 reactivation	FLuc modulator	Giardia kill	ELG1 genotoxic	NPC1 promoter act	Rab9 prom act	Menin MLL FP TR	RORgamma inh	Gal4-VP16 FLuc
CC(C(=O)O)c1ccc(-c2ccccc2)c(F)c1 (stereo not drawn)	1%&21%	-7%&1%	11%&-2%	0%	-18&2	3%&0%	-2%&-1%	1%&-9%	?	31%&29%&1%	6%&2%&0%
CC(=NCc1ccco1)c1c(O)n(Cc2ccccc2)c(=O)[nH]c1=O	16%	?	-1%	0%	-20	1%	8%	1%	-3%	-1%	1%
COC(=O)C1=C(c2ccc(C(C)=O)cc2)C[C@@H]2CC[C@H]1N2C(=O)N1CCC(O)CC1	-7%	nt	5%	2%	-4	5%	-2%	-4%	nt	nt	nt
C=CCn1c(O)c(/C=N/NC(=O)CCCC)c(=O)[nH]c1=S	-3%	-7%	-1%	-15%	2	0%	-1%	-2%	5%	-41%	10%
C=C(c1ccccc1)P(=O)(O)O	-20%	6%	14%	-1%	15	1%	-2%	-10%	5%	3%	-5%
O=P(Oc1ccccc1)(Oc1ccccc1)C(O)c1ccccc1 (stereo not drawn)	12%	nt	8%	3%	44[activator]	3%	1%	-5%	nt	nt	nt
O=c1[nH]c(=O)n(Cc2ccc(F)cc2)c(O)c1C=NCCCO	6%	2%	0%	2%	-2	-1%	2%	-7%	18%	42%	13%[0.365 µM]
O=C1NC(=O)N(c2ccc3c(c2)OCO3)C(=O)/C1=C\c1ccsc1	-6%	?	5%	24µM*	1	-1%	-4%	2%	nt	-22%	2%
Cc1ccc(C2=NCC(=O)Nc3ccc(Br)cc32)cc1	-18%	2%	nt	6%	6	-1%	0%	12%	-4%	-23%	-13%
CCN1C(=O)NC(=O)/C(=C\c2cn(CC(=O)N3CCCCC3C)c3ccccc23)C1=O (stereo not drawn)	-4%	8%	10%	3%	-8	-3%	-5%	-4%	30%	-17%	-7%
CCN1CCN(c2cc(N3CCCC3)c([N+](=O)[O-])cc2F)CC1	-11%	-5%	-10%	1%	21	-3%	-1%	-1%	-18%	-13%	?
CCC(=O)N1c2ccc(S(=O)(=O)CCC(=O)N3CCC4(CC3)OCCO4)cc2CC1C (stereo not drawn)	-1%	-1%	-4%	0%	-14	0%	1%	-7%	0%	6%	-2%
O=c1[nH]c(=S)n(-c2ccccc2)c(O)c1C=NCc1ccccn1	-4%	-4%	1%	-2%	6	-1%	0%	-5%	nt	-8%	0%
S=P(Nn1cnnc1)(c1ccccc1)c1ccccc1	-1%	-6%	-3%	-1%	16	0%	-4%	2%	-2%	17%	-2%
C=CCN1C(=O)/C(=C/c2ccc3c(c2)CCCN3CCC)C(=O)NC1=S	-2%	4%	11%	?	1	?	-5%	-3%	-3%	?	?

Quoted from the listing:
BRCA1 expr up, COC(=O)C1=C(c2ccc(C(C)=O)cc2)C[C@@H]2CC[C@H]1N2C(=O)N1CCC(O)CC1 is entered as -7%
RORgamma inh, C=CCn1c(O)c(/C=N/NC(=O)CCCC)c(=O)[nH]c1=S is entered as -41%

4 entries picked at random from those above, as already listed:
SMILES	BRCA1 expr up	PKM2 act	p53 reactivation	FLuc modulator	Giardia kill	ELG1 genotoxic	NPC1 promoter act	Rab9 prom act	Menin MLL FP TR	RORgamma inh	Gal4-VP16 FLuc
CCC(=O)N1c2ccc(S(=O)(=O)CCC(=O)N3CCC4(CC3)OCCO4)cc2CC1C (stereo not drawn)	-1%	-1%	-4%	0%	-14	0%	1%	-7%	0%	6%	-2%
CCN1C(=O)NC(=O)/C(=C\c2cn(CC(=O)N3CCCCC3C)c3ccccc23)C1=O (stereo not drawn)	-4%	8%	10%	3%	-8	-3%	-5%	-4%	30%	-17%	-7%
Cc1ccc(C2=NCC(=O)Nc3ccc(Br)cc32)cc1	-18%	2%	nt	6%	6	-1%	0%	12%	-4%	-23%	-13%
COC(=O)C1=C(c2ccc(C(C)=O)cc2)C[C@@H]2CC[C@H]1N2C(=O)N1CCC(O)CC1	-7%	nt	5%	2%	-4	5%	-2%	-4%	nt	nt	nt

The list goes on.
SMILES	BRCA1 expr up	PKM2 act	p53 reactivation	FLuc modulator	Giardia kill	ELG1 genotoxic	NPC1 promoter act	Rab9 prom act	Menin MLL FP TR	RORgamma inh	Gal4-VP16 FLuc
O=C(c1cccc(Cl)c1)C1CCCN(Cc2cccc3cnccc23)C1 (stereo not drawn)	-53%	0%	-3%	-2%	-12	-12%	4%	-1%	-15%	7.1µM*	-28%
Nc1ccccc1C(=O)OCCOc1ccccc1	nt	-13%	?	0.6µM*	-4	0.92µM*	0.35µM*	0.4µM*	?	0%	?
COc1cc(C2c3cc4c(c(O)c3CC3COC(=O)C32)OCO4)cc(OC)c1OC (stereo not drawn)	-59%	nt	nt	nt	-14&-6	nt	nt	nt	0%	-30%	-7%
O=C1CN=C(c2ccc(Cl)cc2)c2oc3ccccc3c2N1	-73%	0%	3%	3%	8	?	1%	-2%	nt	-21%	-14%
Cc1cccc(-n2c(O)c(/C=N/Nc3nc4c(c(=O)n(C)c(=O)n4C)n3C)c(=O)[nH]c2=S)c1	-5%	2%	0%	-15%	-11	0%	-1%	3%	8%	-26%	2%
c1ccc(CCNC2CCCCCC2)cc1	-32%	nt	-2%	1%	-11	-2%	-1%	-1%	-22%	-2%	2%
Cc1cccc(OP(=O)(Nc2cccnc2)Oc2cccc(C)c2)c1	-20%	-2%	-4%	0%	-6	-4%	3%	0%	-21%	29%	-2%
C[n+]1c(-c2ccccc2)sc2ccccc21	-12%	5%	-1%	-8%	5	1%	-8%	-7%	7%	-9%	-4%
CN1CCCN(C(=O)COc2ccccc2)CC1	23%	-2%	28%	5%	0	-3%	0%	5%	nt	1%	0%
COC(=O)C1=C(c2ccc(F)cc2OCc2ccccc2)C[C@@H]2CC[C@H]1N2C(=O)NCc1ccccc1Br	nt	nt	-12%	-2%	-11	-2%	-11%	1%	nt	nt	nt
CC(=Nc1ccc2c(c1)CCC2)c1c(O)n(-c2ccccc2)c(=O)[nH]c1=O	0%	2%	2%	4%	-7	7%	1%	-4%	nt	-5%	-1%
CCN(CC)C(=O)c1ccc(NC(=O)COc2ccccc2F)cc1	nt	-4%	11%	?	-2	3%	10%	28%	-9%	-7%	3%
Cc1cc(C=O)c(C)n1C1CC1	0%	-5%	2%	-1%	13	-2%	-6%	-1%	-9%	-9%	-8%
CN(C)C1(CNC(=O)Nc2ccc(Cl)c(Cl)c2)CCCCC1	nt	nt	-1%	1%	2	9%	0%	-1%	-7%	-2%	-19%
O=c1[nH]c(=S)n(C2CC2)c(O)c1/C=N/Nc1cccc2ccccc12	-51%	2%	?	-18%	-2	0%	12%	1%	?	-200%	?
CCOP(=O)(OCC)C(O)c1cccc([N+](=O)[O-])c1 (stereo not drawn)	-21%	-2%	-4%	2%	6	-1%	-3%	-5%	3%	4%	-7%
CC(C)C[C@H]1C(=O)N2CCCC2[C@]2(O)O[C@](NC(=O)[C@@H]3C=C4c5cccc6[nH]cc(c56)CC4N(C)C3)(C(C)C)C(=O)N12 (stereo partly drawn)	-19%	-12%	-7%	-3%	-15	-1%	-2%	-1%	?	15%&9%	3%&-9%
C=CCN1C(=O)/C(=C/c2cc(C)n(-c3cccnc3)c2C)C(=O)NC1=S	-1%	21%	-16%	?	11	?	-3%	1%	2%	12%	10%
CCN1CCC2(CCNC2)C1 (stereo not drawn)	0%	-4%	-3%	4%	-5	-1%	1%	-1%	-2%	-14%	-9%
C[C@]12CCC(=O)C[C@@H]1CC[C@@H]1[C@@H]2CC[C@@]2(C)[C@H]1CC[C@]2(C)O	nt	-6%	nt	-5%	nt	nt	-5%	-8%	-20%	-2%	-8%
O=C(CCNS(=O)(=O)c1ccccc1)Nc1ccc(Cl)cc1C(=O)c1ccccc1	-33%	-15%	-4%	0%	20	-3%	-1%	-2%	4%	24%	-4%
CCOC(=O)C1(CCc2ccccc2)CCN(C2CCSCC2)CC1	-19%	-5%	-1%	0%	-4	2%	-4%	-2%	-7%	5%	4%

An excerpt from above, showing only PKM2 act:
molecule,PKM2 act
O=C(CCNS(=O)(=O)c1ccccc1)Nc1ccc(Cl)cc1C(=O)c1ccccc1,-15%
CCOC(=O)C1(CCc2ccccc2)CCN(C2CCSCC2)CC1,-5%
